# All columns: NCI-60 one-dose screen, growth in % after 48 h at 10 µM unless noted; 100 = growth as untreated, 0 = no growth, -100 = all killed.
# BT-549: BT-549 breast cancer | hit rate 4.4% among 78,000
# SK-MEL-28: SK-MEL-28 melanoma | hit rate 4.1% among 81,000 | AID 1794761
# LOX IMVI: LOX IMVI melanoma. hit rate 7.4% among 79,000. AID 1794757
# HS 578T: HS 578T breast cancer; hit rate 4.1% among 78,000; AID 1794788
# MCF7: MCF7 breast cancer. hit rate 6.3% among 82,000
# MDA-MB-468: MDA-MB-468 breast cancer | hit rate 8.5% among 78,000 | AID 2202374
# MDA-MB-231: MDA-MB-231 breast cancer; hit rate 5% among 81,000
# T-47D: T-47D breast cancer; hit rate 5% among 79,000
# Starred values were filed as active, the others as inactive; . = not tested or not shown; [ ] = remark or other dose. How the source made its calls: active means growth percent below 10; inactive means the rest.
# Keys: A = BT-549; B = SK-MEL-28; C = LOX IMVI; D = HS 578T; E = MCF7; F = MDA-MB-468; G = MDA-MB-231; H = T-47D
1	C=C1C(=O)O[C@H]2[C@H]1CC/C(Cn1cc(CNC(=O)/C=C/c3c[nH]c4ccccc34)nn1)=C\CC[C@@]1(C)O[C@@H]21
  A: 112.1	B: 91.7	C: 67.3	D: 95.4	E: 42.0	F: .	G: 99.7	H: 106.7
2	Cc1ccc(NCc2oc(=O)c(CNc3ccc(C)cc3)c(O)c2CO)cc1
  A: 92.5	B: 126.5	C: 103.9	D: 131.1	E: 97.0	F: 105.9	G: 138.3	H: 106.4
3	O=C1c2ccccc2C(=O)N1CC(O)CCl (stereo not drawn)
  A: 97.6	B: 104.8	C: 96.9	D: 105.0	E: 91.7	F: 109.0	G: 119.8	H: 95.5
4	NC(=O)COCCO
  A: 108.7	B: 115.9	C: 101.7	D: 110.8	E: 100.5	F: 98.0	G: 110.6	H: 104.6
5	COc1ccc(-c2c(N)n[nH]c2-c2ccc(Cl)cc2O)cc1OC
  A: 104.6	B: 106.0	C: 89.5	D: 89.2	E: 86.0	F: 84.1	G: 106.0	H: 91.2
6	C[C@H]1CC2C3CCC4=CC(=O)C=C[C@]4(C)[C@@]3(F)[C@@H](O)C[C@]2(C)[C@@]1(O)C(=O)COP(=O)(O)O (stereo partly drawn)
  A: 81.2	B: 99.2	C: 97.7	D: 174.7	E: 76.0	F: 99.4	G: 94.4	H: 109.2
7	O=C(O)c1ccc(CN2C(=O)NC3(C2=O)c2ccccc2-c2ccccc23)cc1
  A: 97.9	B: 111.4	C: 94.1	D: 90.5	E: 94.9	F: 90.4	G: 102.1	H: 82.8
8	CN(C)CCC=C1c2ccccc2C(C)(C)c2ccccc21
  A: 94.5	B: 54.5	C: 69.6	D: 50.8	E: 81.2	F: 56.6	G: 75.0	H: 81.0
9	Cn1c(=O)[nH]c2nc(SC/C(=N/O)c3ccc(Cl)cc3)[nH]c2c1=O
  A: 103.0	B: 107.0	C: 106.0	D: 94.5	E: 104.2	F: 103.0	G: 103.4	H: .
10	O=C(Nc1ccc(Cl)cc1)Nc1cc(=O)[nH]c(SCC(=O)N2CCN(c3cc4c(cc3F)c(=O)c(C(=O)O)cn4C3CC3)CC2)n1
  A: 101.2	B: 109.3	C: 95.2	D: 94.3	E: 95.2	F: 103.4	G: 102.7	H: 80.0
11	CCN(CC)S(=O)(=O)c1ccc(O)c(NC(=O)c2[nH]c(C)c(C(C)=O)c2CCc2ccc(Cl)cc2)c1
  A: 40.5	B: 70.9	C: 39.5	D: 49.9	E: 43.8	F: 19.8	G: 50.6	H: 13.0
12	Fc1ccc(-c2csc(N/N=C/c3cccs3)n2)cc1
  A: 98.7	B: 106.0	C: 104.9	D: 99.3	E: 62.9	F: 80.9	G: 93.7	H: 63.9
13	O=C(c1cc2ccccc2c(=O)o1)c1cc2ccccc2c(=O)o1
  A: 118.7	B: 104.2	C: 95.4	D: 92.4	E: 82.1	F: 100.7	G: 101.4	H: 100.0
14	CCCCNc1cc(-c2cn[nH]c2-c2cc(C)cc(OC)c2)nc(-c2cccnc2)n1
  A: 85.3	B: 96.4	C: 91.2	D: 97.6	E: 88.1	F: 78.4	G: 69.8	H: 49.7
15	Cc1oc(-c2cccc(C(F)(F)F)c2)cc1C(=O)Nc1nccs1
  A: 98.4	B: 92.3	C: .	D: 88.7	E: 88.4	F: 95.7	G: 80.9	H: 52.4

# Two of the compounds above, screen by screen.
7) O=C(O)c1ccc(CN2C(=O)NC3(C2=O)c2ccccc2-c2ccccc23)cc1
8) CN(C)CCC=C1c2ccccc2C(C)(C)c2ccccc21

Assay by compound | 7 | 8
BT-549 | 97.9 | 94.5
SK-MEL-28 | 111.4 | 54.5
LOX IMVI | 94.1 | 69.6
HS 578T | 90.5 | 50.8
MCF7 | 94.9 | 81.2
MDA-MB-468 | 90.4 | 56.6
MDA-MB-231 | 102.1 | 75.0
T-47D | 82.8 | 81.0

# 3 entries from above, as tab-separated lines.
cpd	structure	BT-549	SK-MEL-28	LOX IMVI	HS 578T	MCF7	MDA-MB-468	MDA-MB-231	T-47D
4	NC(=O)COCCO	108.7	115.9	101.7	110.8	100.5	98.0	110.6	104.6
5	COc1ccc(-c2c(N)n[nH]c2-c2ccc(Cl)cc2O)cc1OC	104.6	106.0	89.5	89.2	86.0	84.1	106.0	91.2
6	C[C@H]1CC2C3CCC4=CC(=O)C=C[C@]4(C)[C@@]3(F)[C@@H](O)C[C@]2(C)[C@@]1(O)C(=O)COP(=O)(O)O (stereo partly drawn)	81.2	99.2	97.7	174.7	76.0	99.4	94.4	109.2

# Additional records follow.
# Keys: A = BT-549; B = SK-MEL-28; C = LOX IMVI; D = HS 578T; E = MCF7; F = MDA-MB-468; G = MDA-MB-231; H = T-47D
16	Cc1sc2nc(COC(=O)c3cc(=O)c4ccccc4o3)[nH]c(=O)c2c1C
  A: 99.1	B: 104.3	C: 90.4	D: 105.5	E: 114.7	F: .	G: 102.0	H: 99.4
17	NS(=O)(=O)c1cnccc1-n1ccc(=O)cc1
  A: .	B: 101.2	C: 94.1	D: 85.2	E: 106.6	F: .	G: 95.1	H: 82.4
18	COc1cccc2c1CCC1C2=NN(C(C)=O)C1c1cc(OC)c(OC)c(OC)c1 (stereo not drawn)
  A: 97.7	B: 81.3	C: 95.7	D: 93.1	E: 98.4	F: 91.2	G: 87.4	H: 78.4
19	O=Cc1ccc(COC2CCC(=O)N2)o1 (stereo not drawn)
  A: 105.3	B: 105.7	C: 102.4	D: 100.7	E: 96.2	F: 93.8	G: 107.7	H: 97.7
20	C=CCCCCCCCCC(C)=O
  A: 95.2	B: 107.9	C: 94.3	D: .	E: 94.5	F: 100.7	G: 111.9	H: 99.0
21	C[C@H](c1nc2ccc(N)cc2[nH]1)[C@H]1CC[C@H]2[C@@H]3CCC4=CC(=O)CC[C@]4(C)[C@H]3CC[C@]12C
  A: 70.0	B: 89.4	C: 84.2	D: 87.3	E: 67.9	F: 68.1	G: 91.5	H: 77.8
22	CCc1nc2cc(C)c(C)cc2[nH]1
  A: 84.7	B: 106.0	C: 102.4	D: 122.6	E: 94.4	F: 106.6	G: 106.5	H: 83.9
23	Cc1cc(-c2ccccc2)n2nc(N)nc2n1
  A: 109.1[3.58 µM]	B: 103.8[3.58 µM]	C: 104.4[3.58 µM]	D: 104.8[3.58 µM]	E: 95.2[3.58 µM]	F: 102.9[3.58 µM]	G: 100.5[3.58 µM]	H: 102.2[3.58 µM]
24	CC(=O)NNC(=S)/N=C\C(C(=O)c1ccccc1)=C(/O)c1ccccc1
  A: 92.7	B: 105.7	C: 94.0	D: 106.2	E: 93.6	F: 113.7	G: 89.6	H: 87.8
25	Cc1c(C(N)=O)sc2c1c(=O)n(Cc1ccccc1)c1nnc(SCC(=O)N3NC(=O)CC3=O)n21
  A: 103.5	B: 115.1	C: 98.4	D: 103.8	E: 102.8	F: 123.2	G: 95.0	H: 105.8
26	Cn1ncc2c(NCCO)ncnc21
  A: 107.6	B: 115.2	C: 99.2	D: 100.2	E: 99.8	F: 100.0	G: .	H: .
27	CCOC(=O)C(C#N)(CC)C(C)=C1CC1 (stereo not drawn)
  A: 116.3	B: 107.3	C: 97.9	D: 89.6	E: 104.1	F: 100.7	G: 119.9	H: 97.5
28	COC(=O)c1oc2c(C(=O)/C=C/c3ccc(OC)cc3)c(OCCN3CCOCC3)ccc2c1C
  A: -6.4*	B: 4.5*	C: -85.3*	D: -15.1*	E: 10.5	F: .	G: 3.2*	H: 14.0
29	O=C(CCCCCCN1CC(=O)N2[C@@H](c3cccc(Br)c3)c3[nH]c4ccccc4c3C[C@H]2C1=O)NO
  A: 57.9	B: 26.6	C: -59.8*	D: 61.4	E: 21.4	F: 28.1	G: 11.7	H: 17.2
30	COc1cc(/C=C/C(=O)C2=C(/C=C/c3ccc(O)c(OC)c3)NC(=O)NC2c2ccc(O)c(OC)c2)ccc1O (stereo not drawn)
  A: 93.4	B: 102.7	C: 98.7	D: 81.0	E: 82.1	F: 88.7	G: 67.7	H: 86.7
31	c1ccc(-c2nc(N3CCNCC3)c3nc(-c4ccccc4)oc3n2)cc1
  A: 97.5	B: 100.7	C: .	D: 88.9	E: -69.2*	F: -37.2*	G: -81.0*	H: -56.6*
32	CC(/C=C1\SC(=S)N(CCC(=O)NC(Cc2c[nH]c3ccccc23)C(=O)O)C1=O)=C\c1ccccc1 (stereo not drawn)
  A: 85.8	B: 99.8	C: 98.2	D: 97.2	E: 96.3	F: 133.6	G: 98.9	H: 88.1
33	O=C1Nc2c3c(nn2N=Nc2ccccc21)CCCC3
  A: 101.3	B: 188.5	C: 93.7	D: 130.7	E: 98.2	F: 97.1	G: 88.8	H: 90.6
34	O=CN1CCc2ccc([N+](=O)[O-])cc21
  A: 90.9	B: 106.1	C: 88.4	D: 100.7	E: 100.5	F: 93.7	G: 106.2	H: 104.1
35	CCc1cc(CC)c(C(C)=O)c(CC)c1
  A: 106.6	B: 109.9	C: 95.7	D: 107.4	E: 109.3	F: 105.3	G: 115.9	H: 106.7
36	C=CCOC(=O)C1=C(C)NC2=C(C(=O)CC(C)(C)C2)C1c1ccc(O)c(OC)c1 (stereo not drawn)
  A: 103.6	B: 103.0	C: 100.4	D: 96.9	E: 105.1	F: 110.5	G: 94.9	H: 93.0
37	O=C(CSc1nccc(Nc2ccc(S(=O)(=O)Nc3nccs3)cc2)n1)c1ccc([N+](=O)[O-])cc1
  A: 112.1	B: 109.9	C: 95.8	D: 107.8	E: 98.4	F: 106.4	G: 104.2	H: 107.2
38	COC(=O)[C@H](Cc1c[nH]c2ccccc12)NC(=O)CCCCOc1cc(O)c2c(=O)cc(-c3ccccc3)oc2c1
  A: 75.6	B: 148.9	C: 91.2	D: 81.0	E: 73.6	F: 54.6	G: 95.4	H: 51.6

# Compound profiles, as listed above. Values in the order: BT-549	SK-MEL-28	LOX IMVI	HS 578T	MCF7	MDA-MB-468	MDA-MB-231	T-47D
# O=CN1CCc2ccc([N+](=O)[O-])cc21 reads 90.9	106.1	88.4	100.7	100.5	93.7	106.2	104.1
# COC(=O)[C@H](Cc1c[nH]c2ccccc12)NC(=O)CCCCOc1cc(O)c2c(=O)cc(-c3ccccc3)oc2c1 reads 75.6	148.9	91.2	81.0	73.6	54.6	95.4	51.6

# Compound activity from PubChem.
